14-3-3 Bad PPI = disrupts binding of bovine 14-3-3 zeta to phospho-Bad peptide | TR-FRET 14-3-3zeta/Dy647-pBad peptide displacement, 1 h | inhibition, % at 21.7 µM | 220,000 tested, 0.71% active | AID 781;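 active means inhibition above about 70%, limit read from the data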;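 further: 0% = full 14-3-3 plus peptide FRET controls and 100% = background without 14-3-3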
EBV gp42 block = inhibitors of Epstein-Barr virus glycoprotein 42. Q1HVG2. Fluorescence polarization binding assay, mP read-out. inhibition, % (tested at 21.74 µM). 220,000 tested, 0.42% active; in the data active means inhibition above about 50%
Target sequence (Q1HVG2 whole entry, looked up): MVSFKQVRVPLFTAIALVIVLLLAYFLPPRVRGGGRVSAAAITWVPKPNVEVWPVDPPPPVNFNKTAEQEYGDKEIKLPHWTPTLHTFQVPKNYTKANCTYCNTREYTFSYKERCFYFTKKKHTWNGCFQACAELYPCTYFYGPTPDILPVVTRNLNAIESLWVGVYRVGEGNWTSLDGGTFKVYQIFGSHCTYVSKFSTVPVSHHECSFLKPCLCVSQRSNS
Rad51 HR inh = Rad51 (human) homologous recombination inhibition | Q06609 | hRad51 DNA strand exchange, fluorescence dequenching | inhibition, % at 10 µM | 200,000 tested, 0.085% active | AID 1385;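 active means inhibition above 40% at the single screening dose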;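 further: 0% = DMSO control wells and 100% = blanks with heterologous ssDNA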
Target sequence (Q06609 whole entry, looked up): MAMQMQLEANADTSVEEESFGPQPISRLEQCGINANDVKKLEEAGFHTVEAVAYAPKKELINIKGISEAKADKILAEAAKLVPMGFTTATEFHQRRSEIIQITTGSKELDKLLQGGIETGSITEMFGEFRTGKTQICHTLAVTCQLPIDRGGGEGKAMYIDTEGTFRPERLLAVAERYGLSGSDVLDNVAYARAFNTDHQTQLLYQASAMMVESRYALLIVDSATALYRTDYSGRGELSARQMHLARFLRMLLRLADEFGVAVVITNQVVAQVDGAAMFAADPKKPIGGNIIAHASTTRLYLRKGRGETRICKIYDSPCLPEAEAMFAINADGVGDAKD
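material = hRad51 filaments on single-stranded DNA | reagent = Donor/quencher-labelled 47-bp dsDNA substrate | compound = 10 µM final, single point | schedule = strand-exchange reaction 15 min at room temperature | measured by = fluorescein emission 520 nm, excitation 485 nm | read-out basis = % inhibition versus plate control and blank means | benchmarks = plate controls and plate blanks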
Thrombin inh = inhibitors of human thrombin. alpha-thrombin, Boc-VPR-AMC fluorogenic substrate cleavage. inhibition, % at 5 µM. 220,000 tested, 0.26% active. AID 1046;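 active means inhibition at or above 40%; inactive means inhibition below 40%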;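 further: 0% = enzyme with no compound and 100% = wells without enzyme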
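signal = AMC fluorescence, 355/460 nm | material = human alpha-thrombin enzyme | control set = enzyme without compound as high, wells lacking enzyme as low | times = reaction at room temperature | read-out basis = percent inhibition scaled between no-compound controls and no-enzyme blanks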
KCC2 mod = KCC2 (human) Cl- transport modulation; AID 1456; KCC2 cells, thallium flux FluoZin-2 fluorescence; 190,000 tested, 2.2% active; B-score of Tl+ flux slope (higher = more flux/activation; lower = inhibition) at 10 µM;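 active means thallium flux slope and its plate-corrected score both differing from the plate sample mean at a set confidence after two filtering rounds, in either direction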;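 further: slope of fluorescence scaled to starting intensity during 10 to 20 s after thallium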
NCF1 inh = inhibitors of human p47phox binding; p47phox/p22phox peptide binding, fluorescence polarization, 2 h; inhibition, % at 24.7 µM; 220,000 tested, 0.53% active; AID 1274;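 further: 0% = p47phox with labelled peptide and 100% = labelled peptide alone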
Target sequence (P14598 whole entry, looked up): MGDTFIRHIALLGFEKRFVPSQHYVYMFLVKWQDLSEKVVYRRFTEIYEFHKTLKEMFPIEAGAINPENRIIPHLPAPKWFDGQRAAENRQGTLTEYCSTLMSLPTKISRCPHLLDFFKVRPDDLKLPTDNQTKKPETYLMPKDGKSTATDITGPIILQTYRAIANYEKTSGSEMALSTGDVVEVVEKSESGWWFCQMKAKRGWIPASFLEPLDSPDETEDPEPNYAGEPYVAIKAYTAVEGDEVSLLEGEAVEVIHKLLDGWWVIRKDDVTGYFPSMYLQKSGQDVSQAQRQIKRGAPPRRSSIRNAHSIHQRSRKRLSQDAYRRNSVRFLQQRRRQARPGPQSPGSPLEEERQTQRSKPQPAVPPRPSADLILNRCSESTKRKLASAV
Furin inhibitor = human furin inhibition; AID 463115; inhibition, % at 30 µM; P09958; 220,000 tested, 0.061% active; purified furin, fluorogenic substrate cleavage; in the data active means inhibition above about 25%; further: inactives centre near -15
eIF4E 4G PPI = eIF4E/eIF4G interaction inhibition in translation initiation; inhibition, % at 21.7 µM; 220,000 tested, 0.37% active; TR-FRET eIF4E-eIF4GI(517-606) binding, 2 h;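 further: 0% = full FRET control wells and 100% = background wells lacking eIF4GI fragment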
KLK5 inh = blocks human kallikrein 5 protease activity | Q9Y337 | recombinant hK5, fluorogenic AMC substrate cleavage | AID 873 | inhibition, % at 5 µM | 210,000 tested, 0.59% active;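 active means inhibition of 40% or more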;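 further: 0% = enzyme controls without compound and 100% = no-enzyme blanks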
* marks the source's active call; other numbers are inactive results; / = no result given; [ ] = remark or other dose.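 How the source made its calls, unless noted: active means inhibition above about 30% (limit read from the data); inactive means the rest.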

| 14-3-3 Bad PPI | EBV gp42 block | Rad51 HR inh | Thrombin inh | KCC2 mod | Structure | NCF1 inh | Furin inhibitor | eIF4E 4G PPI | KLK5 inh |
| --- | --- | --- | --- | --- | --- | --- | --- | --- | --- |
| -2.7 | 0.0 | 4.7 | -6.6 | / | Cc1ccccc1Cn1cc(NC(=O)c2cc3nc(-c4ccco4)cc(C(F)(F)F)n3n2)cn1 | -14.1 | 0.5 | -5.1 | -5.1 |
| -3.3 | -4.5 | -4.0 | -1.1 | -0.94 | CCCc1cc(-c2nc(N)ncc2-c2ccc3c(c2)OCCCO3)c(O)cc1OC | 0.9 | -7.9[20 µM] | -12.6 | -15.2 |
| -6.1 | -14.0 | -2.8 | -3.6 | -0.384 | Clc1cccc(CSc2ccc(-c3ccco3)nn2)c1 | -8.8 | -28.2 | 0.9 | 3.0 |
| -1.2 | -4.7 | -3.6 | -3.6 | -0.00386 | N#Cc1ccc(C(=O)Nc2nnc(-c3ccccn3)o2)cc1 | -6.0 | -19.0 | 3.8 | -7.6 |
| -7.2 | -1.8 | -6.2 | -1.5 | 0.406 | Cc1ccccc1C(=O)Nc1nnc(-c2ccco2)o1 | 1.8 | -23.9 | -5.2 | -23.1 |
| -7.1 | -20.8 | 9.0 | -4.6 | 0.801 | COC(=O)COc1nc(C)c2c(c1C#N)CC(C)(C)OC2 | -1.0 | -11.5 | -4.6 | -16.6 |
| -20.8 | 11.9 | 13.1 | -3.4 | -1.25 | COc1ccc(S(=O)(=O)Oc2ccc3ccccc3c2)cc1 | -9.0 | -9.9 | 4.5[fluorescence artefact?] | -15.8 |
| 0.6 | 4.4 | 1.7 | -11.4 | 2.09 | CC(C)NC(=O)CCCn1cc([N+](=O)[O-])cn1 | -4.2 | -21.6 | -1.0 | -3.0 |
| -4.9 | -11.4 | -4.8 | -1.5 | -1.53 | COc1ccc(NC(=O)CSc2nncs2)cc1S(N)(=O)=O | -11.0 | -10.0 | -4.0 | -7.0 |
| 0.4 | -18.2 | 18.1 | 0.7 | 0.53 | O=C(NC(=S)Nc1cccc(O)c1)c1ccco1 | -6.1 | -12.8 | -1.2 | 0.1 |
| -0.7 | -1.2 | / | 2.0 | 0.391 | CCN(CC)C(=O)CSc1nc(OC)cc(=O)[nH]1 | -1.9 | -12.2 | -3.0 | -10.0 |
| 7.3 | -9.6 | -8.1 | -5.4 | / | Cc1cc(C(F)F)n2nc(C(=O)Nc3ccc(S(=O)(=O)NC45CC6CC(CC(C6)C4)C5)cc3)nc2n1 | -21.6 | -13.9[20 µM] | -0.7 | 6.8 |
| -4.8[fluorescence artefact?] | -23.1 | -5.6 | 6.0 | -1.09 | CCC(C)(C)n1nnnc1C(c1cc2cccc(C)c2[nH]c1=O)N1CCCC1 (stereo unspecified) | -27.8 | 16.8 | -10.6[fluorescence artefact?] | -17.6 |
| -6.7 | -3.7 | -5.8 | -10.6 | 0.925 | CCn1c(SCC(=O)N=Nc2c(O)[nH]c3ccccc23)nnc1-c1ccc(C(C)(C)C)cc1 | -10.8 | -19.0 | -0.1 | -6.9 |
| -16.4 | -2.2 | -4.6 | 0.2 | -1.5 | O=C(CCCOc1ccc(Cl)cc1Cl)NCc1ccccn1 | -3.0 | -13.9 | -0.2 | 11.0 |
| 5.4 | -10.6 | / | -4.8 | -1.05 | O=C(Cn1c(O)c(/C=C2\C=Nc3ccc(Br)cc32)sc1=O)N1CCCC1 | 39.0* | -9.7[20 µM] | -1.2 | -3.0 |
| / | / | -5.6 | 1.3 | / | Nc1cc(C(=O)OCC(=O)N2CCCC2)ccc1Cl | / | -29.6 | / | -14.6 |
| / | -18.4 | 5.5 | 0.5 | -0.13 | O=c1cc(CSc2nc3ccccc3[nH]2)c2ccccc2[nH]1 | -62.7 | -3.1[20 µM] | / | -2.8 |
| 41.5 | -42.2 | -18.9 | -4.1 | 0.462 | CCCCn1c(NC(=O)CC)c(C#N)c2nc3ccccc3nc21 | 4.3 | -18.8[20 µM] | -27.8 | -7.2 |
| -9.6 | 5.4 | 5.4 | -4.3 | 0.386 | CCCCC(=NCCc1c(C)[nH]c2ccccc12)C1=C(O)CC(c2ccccc2)CC1=O (stereo unspecified) | 1.6 | -27.6 | 0.4 | 1.8 |
| 8.9 | 5.3 | 6.6 | -16.1 | 6.47* | Cc1cccc(NC(=S)NNC(=O)COc2ccc(Cl)cc2Cl)c1 | -5.8 | -12.4 | -6.5 | -45.1 |
| -7.3 | -1.6 | 8.5 | 0.8 | 0.502 | COc1ccc(NC(=O)C2=C(C)Nc3nc(CCCO)nn3C2c2ccc(OC)c(OC)c2)cc1 (stereo unspecified) | -6.8 | -28.4 | 3.2 | -20.1 |
| 10.4 | 2.7 | 9.2 | 1.2 | -1.58 | COC(=O)[C@H]1C[C@@H]1[C@H](NC(=O)[C@H]1C[C@@H]1[C@H](NC(=O)OCc1ccccc1)c1ccccc1)c1ccccc1 | -0.2 | -13.8 | 1.6 | 1.7 |
| -0.3 | -12.5 | -5.0 | 2.0 | / | CCCC(CCC(=O)Nc1ccc(C(=O)OCC)cc1)C(=O)O (stereo unspecified) | -19.1 | -27.4[20 µM] | -0.1 | 4.7 |
| -4.2 | -5.6 | -10.8 | -4.6 | -0.00705 | O=C(COC(=O)c1ccccc1)c1ccc(Br)cc1 | -3.4 | -14.1[20 µM] | -11.4 | -11.8 |
| -7.1 | -1.9 | -7.6 | 1.6 | 0.456 | C=CCn1c(SCC(=O)Nc2ccccc2OC)nc(O)c(CC)c1=O | -53.6 | -18.8 | 0.5 | -7.2 |
| -0.7[fluorescence artefact?] | -9.2 | 11.5 | -9.8 | -1.62 | COc1ccccc1C(=O)Nc1ccc(S(=O)(=O)Nc2cc(C)on2)cc1 | -3.5 | -4.2[20 µM] | 3.2 | -2.2 |
| -8.4 | 1.1 | -39.5 | -0.2 | -0.424 | S=C(NCC1CCCO1)Nc1cccc2ccccc12 (stereo unspecified) | -5.5 | -6.3 | -2.1 | -2.5 |
| -6.3 | 1.2 | -3.0 | 4.1 | / | COc1ccc(NC(=O)c2sc(NC(=O)COc3ccccc3)nc2C)cc1 | -4.2 | -31.4[20 µM] | 2.4 | -11.3 |
| -8.4 | -18.6 | / | 5.1 | -0.62 | Cc1ccc(-n2nc3c(c2NC(=O)/C=C\c2ccc4c(c2)OCO4)CSC3)cc1 | -17.9 | 4.0 | 6.7 | -4.0 |

Whole records as entered above. Order of values: 14-3-3 Bad PPI	EBV gp42 block	Rad51 HR inh	Thrombin inh	KCC2 mod	NCF1 inh	Furin inhibitor	eIF4E 4G PPI	KLK5 inh
CCCCn1c(NC(=O)CC)c(C#N)c2nc3ccccc3nc21 is entered as 41.5	-42.2	-18.9	-4.1	0.462	4.3	-18.8[20 µM]	-27.8	-7.2
S=C(NCC1CCCO1)Nc1cccc2ccccc12 (stereo unspecified) is entered as -8.4	1.1	-39.5	-0.2	-0.424	-5.5	-6.3	-2.1	-2.5
O=C(Cn1c(O)c(/C=C2\C=Nc3ccc(Br)cc32)sc1=O)N1CCCC1 is entered as 5.4	-10.6	/	-4.8	-1.05	39.0*	-9.7[20 µM]	-1.2	-3.0
C=CCn1c(SCC(=O)Nc2ccccc2OC)nc(O)c(CC)c1=O is entered as -7.1	-1.9	-7.6	1.6	0.456	-53.6	-18.8	0.5	-7.2
COc1ccc(NC(=O)c2sc(NC(=O)COc3ccccc3)nc2C)cc1 is entered as -6.3	1.2	-3.0	4.1	/	-4.2	-31.4[20 µM]	2.4	-11.3

Remaining list, next part:
| 14-3-3 Bad PPI | EBV gp42 block | Rad51 HR inh | Thrombin inh | KCC2 mod | Structure | NCF1 inh | Furin inhibitor | eIF4E 4G PPI | KLK5 inh |
| --- | --- | --- | --- | --- | --- | --- | --- | --- | --- |
| -5.6 | -5.3 | -5.4 | 2.8 | 0.16 | COc1cc(-c2nc(-c3ccccn3)no2)cc(OC)c1OC | -3.8 | -18.8 | -0.6 | -6.5 |
| 6.0 | -1.5 | -0.5 | 0.3 | -0.715 | CCn1ncc(C2=NOC(C(=O)Nc3cc(OC)c(Cl)cc3OC)C2)c1C (stereo unspecified) | -13.0 | -27.9 | 3.5 | 4.2 |
| 1.4 | -14.1 | / | -0.1 | -0.332 | O=C(Nc1ncccn1)c1ccc([N+](=O)[O-])o1 | -12.0 | -4.4 | -0.9 | -4.3 |
| 5.5 | -7.6 | -1.7 | 12.4 | 0.0425 | CCOC(=O)C1CCCN(C2CC(=O)N(c3ccc(C)cc3)C2=O)C1 (stereo unspecified) | -8.7 | -14.7[20 µM] | 3.0 | 40.5* |
| -7.4 | 3.7 | -3.7 | -7.7 | 1.24 | COc1cc(NC(=O)c2cccs2)c(OC)cc1NC(=O)CCn1nnc2ccccc21 | 4.8 | -10.7 | -4.3 | -3.2 |
| -0.9 | -9.6 | -20.6 | -3.9 | 0.9 | CCn1cc(/C=C(\NC(=O)c2ccc(OC)c(OC)c2)C(=O)NCCCO)c2ccccc21 | -2.8 | 12.1 | 3.3 | -17.9 |
| -0.5 | -0.8 | 0.7 | -10.0 | 1.3 | COc1cc(C(=O)NCc2ccncc2)cc(OC)c1OC | 8.8 | -9.9 | 0.0 | -3.6 |
| -3.6 | -13.6 | 6.3 | -3.0 | -0.263 | O=C(OCc1cnc(Cl)s1)c1ccccc1Cl | -7.4 | -15.1[20 µM] | 1.9 | -12.6 |
| -6.3 | -2.2 | 7.4 | -6.4 | 0.843 | CC(C)Sc1nc2c([nH]c3ccccc32)c(=O)n1C | -3.5 | -28.4 | -2.8 | -4.1 |
| -0.8 | -12.9 | -10.4 | 2.5 | -0.573 | CC(C)(CC(=O)O)CC(=O)Nc1ccc(Cl)c(Cl)c1 | 1.9 | -21.2 | -1.2 | 3.7 |
| -1.7 | -18.2 | 2.3 | -1.9 | 0.142 | COc1ccccc1NC(=O)N1CCCC1C(=O)NCc1ccccc1 (stereo unspecified) | -9.1 | -17.4 | 1.0 | -4.2 |
| 2.4 | -5.5 | -4.0 | -10.1 | 0.0828 | O=C(NCCC1=CCCCC1)C1CCN(C(=O)Nc2ccccc2)CC1 | -1.4 | -20.3[20 µM] | -4.9 | 1.7 |
| -8.1 | -26.9 | -10.9 | 10.8 | 0.00584 | CCOC(=O)C(=O)Nc1cc(C)on1 | 0.4 | -20.8 | -0.1 | -2.7 |
| 5.5[fluorescence artefact?] | -12.5 | 4.4 | -2.3 | 0.389 | COc1cccc(N2CCN(C3CCCC(C)C3)CC2)c1 (stereo unspecified) | -5.5 | 10.8[20 µM] | -4.5[fluorescence artefact?] | -1.8 |
| -15.2 | -5.4 | 13.9 | 12.4 | -0.448 | Cc1ccc(CC2CC(=O)N(c3nc(C)cc(C)n3)C2=O)cc1 (stereo unspecified) | -8.0 | -32.6 | 2.6 | 0.5 |
| 1.6 | -24.5 | 13.9 | 3.1 | 0.598 | CCCCCCCc1nc2sc3c(c2c(=O)n1N)CC(C)(C)OC3 | -6.2 | -8.1 | 3.1 | 2.1 |
| -0.9 | -2.4 | 1.3 | 2.2 | 1.25 | COCC(=O)N(Cc1cc2cc(OC)ccc2[nH]c1=O)c1ccccc1 | -8.2 | -17.3[20 µM] | -0.3 | 0.3 |
| -8.4 | -12.1 | 28.3 | -0.3 | 0.241 | COc1ccc(CC2(CO)CCN(Cc3cnn(C)c3C)CC2)cc1 | -0.2 | -26.5 | 3.1 | -2.1 |
| -3.1 | -3.2 | -0.5 | -5.6 | -0.53 | O=C(Cc1ccc(Cl)cc1)c1c[nH]c(C(=O)NCCCN2CCOCC2)c1 | -6.0 | -22.0 | -2.0 | -0.3 |
| -0.2 | -2.9 | -2.2 | 4.7 | -0.992 | Cc1ccc(Cl)cc1N1CCN(C(=O)c2ccc(CN3CCOCC3)cc2)CC1 | -12.1 | -16.9[20 µM] | -2.6 | -5.5 |
| 17.7 | -22.7 | 5.8 | -4.9 | 0.427 | CC(C)c1ccc(CN(C)CC(O)c2ccccc2)cc1 (stereo unspecified) | 0.7 | -22.7 | 5.2 | -6.3 |

Compound activity deposited in PubChem by several laboratories.
